# Screening results: PubChem BioAssay, several laboratories
# CRFBP-R2 block: antagonists of CRF-BP/CRF-R2 complex, primary screen, cell-based, HEK293, calcium dye fluorescence, uHTS; AID 588475, 2011; CRF-induced calcium fluorescence; 350,000 tested, 0.59% active; inhibition, % at 11.8 µM;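 active = inhibition of the ligand-induced calcium signal above about 50% at the single tested concentration, limit read from the data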
# pCIP destab: p/CIP-EGFP fusion destabilizers, primary screen, fluorescence, F442A cells. 290,000 tested, 0.01% active. decrease of EGFP signal, % at 10 µM. 16 h;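 active = EGFP signal decrease of at least 30% at 10 µM or well 3 SD below plate mean, unless failing retest; inactive = the rest, including hits failing retest or dose response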; note: some compounds called inactive have numbers as strong as hits; many of its hits are not listed in these tables
# IDE inh: human IDE inhibitors in live cells, primary screen, fluorescence polarization, HEK cells, FAbetaB substrate. Insulin-degrading enzyme (Homo sapiens), P14735. 320,000 tested, 0.41% active. inhibition, % at 5.59 µM. FAbetaB cleavage;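 active = percent inhibition above the average of all tested compounds plus 3 SD, set per screening campaign, cut at about 16% in these data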;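 note: IDE supplied by intact live HEK cells; FP after avidin binding of uncleaved biotin substrate so inhibition keeps polarization high; 0% = DMSO wells and 100% = 60 µM reference IDE inhibitor Ii1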
# GalR3 antagonist: GalR3 antagonists in HEK293 cells, primary screen, cell-based, fluorescence readout; Galanin receptor type 3 (Homo sapiens), O60755; HEK293 GalR3-CNG cAMP membrane potential fluorescence; galR3 body fused to GalR1 C-terminus; inhibition, % at 3 µM; 360,000 tested, 0.44% active; AID 651719, 2012;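 active = inhibition above the screen-wide average plus 3 SD, cut at about 13% in these data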;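 note: forskolin and galanin both at EC90 stimulate the cells; cAMP rise reported by CNG channel membrane potential dye signal; 0% = forskolin plus galanin with DMSO and 100% = forskolin alone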
# Target sequence (O60755 1-299 limits assumed): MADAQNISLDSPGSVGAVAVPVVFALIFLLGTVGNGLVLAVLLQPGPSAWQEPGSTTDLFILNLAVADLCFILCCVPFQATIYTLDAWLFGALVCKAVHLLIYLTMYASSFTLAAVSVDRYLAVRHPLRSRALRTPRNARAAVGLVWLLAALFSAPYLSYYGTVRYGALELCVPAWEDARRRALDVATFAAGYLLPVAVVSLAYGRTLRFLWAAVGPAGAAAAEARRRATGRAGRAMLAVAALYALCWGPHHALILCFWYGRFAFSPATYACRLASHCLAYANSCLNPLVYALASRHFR
# SUMO HTRF inh: inhibitors of in vitro SUMOylation cascade, primary screen, biochemical, HTRF, uHTS | AID 2006, 2009 | SUMO-conjugating enzyme UBC9 (Homo sapiens), P63279 | HTRF SUMOylation assay, SAE1/SAE2 + UBC9 | 290,000 tested, 0.36% active | inhibition, % at 35 µM; in the data active = inhibition above about 50%, passing the limit was not always enough; note: strong numbers were not always called active
# Target sequence (P63279 whole entry, looked up): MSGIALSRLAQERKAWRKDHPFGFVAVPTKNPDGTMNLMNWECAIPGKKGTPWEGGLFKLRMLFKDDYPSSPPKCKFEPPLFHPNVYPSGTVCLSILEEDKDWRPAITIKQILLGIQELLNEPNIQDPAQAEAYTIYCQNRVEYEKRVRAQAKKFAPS
# NS3 helicase inh: inhibitors of HCV NS3 helicase, primary screen, biochemical, Cy5 molecular beacon fluorescence | inhibition, % at 10.9 µM | Hepatitis C virus NS3 helicase | AID 1800, 2009 | NS3 helicase DNA unwinding | 290,000 tested, 0.56% active;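 active = inhibition above the mean of all tested compounds plus 3 SD, set per campaign, cut at about 35% in these data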;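 note: 0% = DMSO wells and 100% = thioflavine S control wells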
#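 assay system = NS3 helicase fragment of HCV | buffer or medium = MOPS pH 6.5, MgCl2, DTT, Tween20, BSA | timing = 60 min unwinding reaction at 25 °C after ATP addition | signal = Cy5 beacon fluorescence read at start and 1 h | read-out basis = % inhibition of unwinding | control set = low DMSO, high thioflavine S at 110 µM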
# IDE cell activ: human IDE activators in live cells, primary screen, fluorescence polarization, HEK cells, FAbeta-B substrate; 340,000 tested, 0.073% active; FAbeta-B cleavage; 0% vehicle, 100% cell-free pure enzyme wells; activation, % at 5.96 µM; AID 493087, 2011;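 active = activation above the mean of all tested compounds plus 3 SD, set per screening campaign, cut at about 17% in these data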
# VIM-2 inh: VIM-2 metallo-beta-lactamase inhibitors, primary screen, biochemical, epi-absorbance readout, Pseudomonas aeruginosa enzyme; 290,000 tested, 0.89% active; inhibition, % at 5.6 µM; purified VIM-2, nitrocefin hydrolysis, epi-absorbance fluorescence;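 active = inhibition above the mean of all tested compounds plus 3 SD, cutoff set per screening run, cut at about 7.5% in these data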;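 note: red hydrolysis product quenches plate fluorescence so inhibitors raise well fluorescence; 0% = enzyme with DMSO and 100% = DMSO without enzyme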
# IMP-1 inh: IMP-1 metallo-beta-lactamase inhibitors, primary screen, biochemical, epi-absorbance readout, Pseudomonas aeruginosa enzyme | 290,000 tested, 0.45% active | metallo-beta-lactamase IMP-1 (Pseudomonas aeruginosa) | inhibition, % at 5.6 µM | AID 1556, 2009 | purified IMP-1, nitrocefin hydrolysis, epi-absorbance fluorescence;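 active = inhibition above the mean plus 3 SD of all compounds in the same screening run, cut at about 4.5% in these data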;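 note: 0% = IMP-1 with DMSO and 100% = DMSO wells lacking enzyme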
#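 System: Purified IMP-1 | Read-out basis: Percent enzyme inhibition | Controls: IMP-1 with DMSO as 0%, enzyme-free DMSO as 100% | Replicates: One well per compound | Doses: 5.6 µM nominal single concentration | Detection: Epi-absorbance fluorescence, 480 nm excitation, 530 nm emission | Incubation: 25 °C, 15 min preincubation, 25 min reaction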
# * = called active by the depositor; x = not tested or not shown.
SMILES,CRFBP-R2 block,pCIP destab,IDE inh,GalR3 antagonist,SUMO HTRF inh,NS3 helicase inh,IDE cell activ,VIM-2 inh,IMP-1 inh
CC(C)COc1cccc(C(=O)NC(=S)NCc2cccnc2)c1,-16,-10,3,-5,0,0,2,-2.8,-2.6
COC(=O)c1c(-c2ccc(Br)cc2)noc1N,12,6,-1,8,2,-4,0,-1.9,0.3
CCC(C)C(=O)Nc1ccc(OC)cc1OC (stereo not given),16,-2,1,-5,4,-6,3,-0.7,-3.5
Cc1cc(NC(=O)CN2C(=O)[C@@H]3[C@H](C2=O)[C@@H]2C[C@H]3C(Br)C2Br)no1 (stereo not given in full),-33,-4,5,-7,-6,-3,4,-3.0,-3.1
C=CCN=Cc1sc2ccc(OCC)cc2c1O,x,-15,-1,-5,13,2,x,0.6,-0.5
Cc1ccc(NC(=O)CSc2nnc(NC(=O)c3ccco3)s2)cc1,-2,-9,7,-1,-7,6,-3,-2.5,-4.2
COC(=O)C1=C(C)OC(N)=C(C#N)C1c1c(C)nn(C)c1C (stereo not given),11,-13,3,-1,14,1,5,-2.3,-1.1
C[C@@H](O)CC#Cc1ccc2oc(=O)c(-n3cc(-c4ccsc4)nn3)cc2c1,1,x,2,-1,x,x,3,x,x
CCC(=O)N1N=C(c2ccc(C)o2)CC1c1ccc(N(C)C)cc1 (stereo not given),1,10,5,3,-9,4,0,2.2,1.7
CC1(C)CC(=O)C=C(Nc2ccccc2)C1,12,-2,5,-5,17,4,0,-1.9,0.2
Cc1ccc(NC(=O)CN(C)C(=O)COC(=O)COc2ccc(C#N)cc2)cc1,7,x,4,0,x,x,4,x,x
CN(C(=O)c1ccc(NC(=O)c2ccco2)cc1)c1ccccc1,8,-10,4,0,9,-1,3,-1.6,-1.4
Cc1nc(N2CCCCC2)sc1C(=O)c1ccc(SCCO)c([N+](=O)[O-])c1,-9,16,-8,0,-9,4,6,-1.5,-2.0
O=S(=O)(NCC1CCCO1)c1ccc(S(=O)(=O)N(Cc2ccc(F)cc2)C2CCCCC2)cc1 (stereo not given),-15,x,1,-5,x,-8,-3,-2.1,-2.4
COc1ccc(-n2c(C(C)n3nc(C)c([N+](=O)[O-])c3C)n[nH]c2=S)cc1 (stereo not given),12,5,-1,-1,-8,4,-4,-0.2,-4.4
O=C(Cc1cccs1)Nc1cccc(-c2ccc3nncn3n2)c1,-15,8,-5,-7,-2,-6,-4,0.2,-3.0
CCOC(=O)c1c(C)[nH]c(C(=O)N/N=C/c2ccc(Br)cc2)c1C,-57,-19,2,-4,-22,-4,-10,-3.6,-3.2
CCc1cc(C(=O)N/N=C/c2ccc(O)cc2O)c2ccccc2n1,12,-16,1,-2,9,12,3,-0.2,-1.9
CC(=O)Nc1ccc(SCCN2CC[C@@H](C)CCC2=O)cc1,12,x,4,0,x,x,1,x,x
[O-][N+]1=C2CCC/C(=N\O)C2=NC12CCCCC2,21,-4,8,-6,-10,x,2,x,x
CC(=O)Nc1ccc(S(=O)(=O)Nc2nnc(CC(C)(C)C)s2)cc1,-14,5,-5,0,-2,7,0,-2.7,-2.3
CC1(C)CC(=O)C2=C(C1)Nc1ccccc1NC2c1ccccn1 (stereo not given),8,1,-2,-1,-10,-2,6,-4.4,-3.5
CN(C)NC(=O)c1csnc1-c1c(Cl)cccc1Cl,-1,-12,2,6,9,0,4,-0.6,-3.1
CC(c1ccc(F)cc1)n1cc(C(=O)NCCN(C)C)nn1 (stereo not given),11,-10,-3,1,4,4,-4,-2.1,-1.9
CCCC1(C(=O)OCC)NC(c2ccc(N(C)C)cc2)C2C(=O)N(c3ccc(F)cc3)C(=O)C21 (stereo not given),-3,-1,-3,1,-5,1,4,-1.2,-2.8
CCOC(=O)C1CCCN(C(=O)c2cc3ncc(Br)cn3n2)C1 (stereo not given),-4,2,1,6,2,-1,-5,-1.4,-0.3
CC(C)OC(=O)C(NC(=O)c1ccccc1)=C1CCCCC1,0,4,1,-4,8,6,4,-3.7,-3.8
CCN1CCN(c2oc(-c3ccc([N+](=O)[O-])cc3)nc2C#N)CC1,6,-4,-2,0,14,4,x,-1.1,-3.2
C[C@H]1CN([C@@H](C)CO)C(=O)c2cccc(NC(=O)Nc3ccc(C(F)(F)F)cc3)c2O[C@@H]1CN(C)S(=O)(=O)c1ccc(Cl)cc1,-8,x,2,-5,x,x,0,x,x
Cc1ccc(C(=O)NCC(=O)NC2CCC(C)CC2)s1 (stereo not given),2,x,-1,2,x,x,4,x,x
CCCN(CC(=O)NC(=O)NC1CCCCC1)CC(=O)Nc1cc(Cl)ccc1Cl,-23,x,1,-6,x,x,9,x,x
COc1ccc(C(CCNC(C)c2ccccc2)c2ccc(F)cc2)cc1 (stereo not given),-86,-10,0,-10,-10,-92,4,0.0,-2.4
CN(C)c1ccc(/C=N\Nc2ccccn2)cc1,14,0,4,-9,-7,-5,1,0.5,-3.0
O=C(c1cc2cc(F)ccc2[nH]1)N1CCC(Cc2ccccc2)CC1,-11,-4,-5,-9,2,-21,6,-3.3,-1.8
Cc1ccc(NC2CCCN(C(=O)c3cccc(-c4ncc[nH]4)c3)C2)cc1C (stereo not given),-4,-32,5,-3,16,1,-3,0.0,-0.6
Cc1cccc(NC(=O)CN(c2ccc(C(C)C)cc2)S(=O)(=O)c2c(C)nn(C)c2C)n1,7,-5,2,-1,0,-12,6,-0.8,-3.7
COc1ccc(Cl)cc1NC(=O)CSc1nnc(C)c(=O)n1N,5,-12,-2,-3,2,6,6,-2.5,-1.9
CN(Cc1ccno1)C(=O)CC1C(=O)NCCN1CC(c1ccccc1)c1ccccc1 (stereo not given),14,-9,4,0,18,-6,-1,-2.1,-1.4
NC(=O)c1cccc2c3c([nH]c12)CCCC3,39,-4,2,x,-6,3,1,7.2,-1.8
COc1ccc(CC(=O)NCCc2ccc(OC)c(OC)c2)cc1,-6,-10,-9,-9,24,-16,0,-2.0,-2.3
O=C(N/C(=C\c1ccc(Br)cc1)C(=O)N1CCCC1)c1ccccc1F,-6,-3,-1,-4,-6,6,6,-0.4,-1.5
O=C(NCCc1nnc2ccc(N3CCCCCC3)nn12)c1ccccc1F,17,-4,8,-2,3,0,3,-1.8,-2.9
C=CCn1c(SCC(=O)NC2CC2)nc2sc(CC)cc2c1=O,7,-9,6,-8,6,-9,-13,-0.4,-3.1
CCOC(=O)c1cnn(-c2ccccc2)c1-n1cccc1C(=O)C(=O)Nc1ccccc1,-10,-5,-6,-3,26,-3,-2,-2.8,-1.8
CC(C)CCOc1cccc(OCC(=O)Nc2ccncc2)c1,-7,-7,1,92*,-23,-10,-2,-4.3,-3.0
O=C(COc1cccnc1[N+](=O)[O-])N1CCN(S(=O)(=O)c2ccc3ccccc3c2)CC1,-2,-4,8,5,-4,-12,1,-0.5,-1.5
COC(=O)c1ccc(-c2noc(CN(C)Cc3ccncc3C)n2)cc1,-11,-5,0,-1,2,4,5,-3.9,-3.1
CCN1C(=O)NC(c2ccccc2)(c2ccccc2)C1=O,5,x,-1,-1,x,x,7,x,x
CCOc1ncccc1C(=O)OCc1cc(=O)oc2c(C)c(C)ccc12,13,1,x,-2,10,7,1,-0.5,-1.4
CCOC(=O)c1c(C)[nH]c(C)c1C(=O)COC(=O)[C@@H](NC(=O)c1ccco1)C(C)C,-7,x,4,-6,x,x,-4,x,x
CC(=O)N1CCc2cc(NS(=O)(=O)c3cccs3)ccc21,-7,-3,-1,-9,-10,-4,7,-2.1,-3.0
COc1ccc(CN(Cc2ccc(C(=O)O)cc2)C(=S)Nc2ccccc2F)cc1OC,-2,7,5,-1,27,1,-4,-2.0,-1.4
Cc1ccc(C(=O)NCCSc2ccccc2)cc1S(=O)(=O)Nc1ccccc1,11,1,-3,-3,-19,-9,0,-0.2,-3.2
Cc1ccc(S(=O)(=O)NC(=O)c2ccccc2)cc1C(C)C,27,6,-2,-4,12,3,9,2.2,-1.5
COc1ccc(CNC(=O)COC(=O)c2ccc(C(=O)c3ccccc3)cc2)cc1,18,x,-2,3,x,x,-3,x,x
COc1ccc(/C=C2\SC(=S)N(CCC(=O)N3CCOCC3)C2=O)cc1,-14,-11,1,1,6,-1,3,-2.7,-0.1
COCCn1c(SCC(=O)c2cc(C)n(C)c2C)nc2ccccc2c1=O,8,-5,1,-3,14,4,5,3.1,1.2
O=c1nc(SCc2c(F)cccc2Cl)nc(-c2ccc(Cl)cc2)[nH]1,46,-1,8,0,41,8,1,-3.5,-4.3
CCCc1nc2oc3ccccc3c(=O)c2c(=O)n1CCCOC,-7,-12,-2,4,17,9,-6,-0.6,-2.6
CCOC(=O)C1CCN(Cc2cccc(Oc3ccccc3)c2)CC1,-7,5,-1,-9,6,-9,3,-1.5,-2.5

# Some values from the list.
# COC(=O)c1ccc(-c2noc(CN(C)Cc3ccncc3C)n2)cc1 in SUMO HTRF inh is listed with 2
# COc1ccc(/C=C2\SC(=S)N(CCC(=O)N3CCOCC3)C2=O)cc1 in SUMO HTRF inh is listed with 6

# Further compounds
SMILES,CRFBP-R2 block,pCIP destab,IDE inh,GalR3 antagonist,SUMO HTRF inh,NS3 helicase inh,IDE cell activ,VIM-2 inh,IMP-1 inh
Cc1ccc(S(=O)(=O)N2CCN(C(=O)c3ccc(S(=O)(=O)N4CCCC4)cc3)CC2)cc1,5,2,-1,-10,11,6,4,-0.8,-2.1
O=C(CSc1nc2ccccc2s1)Nc1ccc2c(c1)OCO2,15,-7,3,-4,-10,0,3,-2.2,-3.3
Nc1[nH][nH]c(=O)c1N=Nc1cccc(Cl)c1,6,4,-2,-7,-2,3,-2,-2.3,-4.6
CN(Cc1ccc(-n2cccn2)cc1)C(=O)c1cnn2c1NC(c1ccco1)CC2C(F)(F)F (stereo not given),-4,-5,x,3,12,3,0,1.0,-0.3
O=C(Nc1cccs1)Nc1ccc(Br)cc1F,-7,-26,8,-1,-9,8,3,-0.8,-2.9
O=C(COC(=O)c1cnccn1)c1ccc(-c2ccccc2)cc1,-11,x,1,2,x,x,2,x,x
COc1cc(OC)c2c(c1O)OC(c1ccccc1)CC2=O (stereo not given),14,5,-8,-4,13,2,5,-4.1,-2.0
COc1cccc(OC)c1C(=O)OCc1c(-c2ccccc2)ncc2ccccc12,-5,x,2,-3,x,x,4,x,x
O=C(COC(=O)c1ccc2ncsc2c1)NC(=O)NCc1ccccc1,-29,-7,4,-5,-9,-14,-1,-0.6,-1.2
CC(=Nc1ccc(C)c(C)c1)C1=C(O)CCC1=O,-13,-15,-2,-1,-21,21,3,-0.9,-1.3
